# From PubChem BioAssay
# OX1R antag = OX1R (human) antagonism; OX1R-expressing cells, FRET antagonist read-out; inhibition, % at 6.6 µM; 330,000 compounds, 1.8% hits; in the data active = inhibition mostly above about 38%, no sharp cut-off; inactive = mostly below about 40%;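 note: 0% = agonist challenge alone and 100% = reference antagonist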
# Target sequence (O43613 whole entry, looked up): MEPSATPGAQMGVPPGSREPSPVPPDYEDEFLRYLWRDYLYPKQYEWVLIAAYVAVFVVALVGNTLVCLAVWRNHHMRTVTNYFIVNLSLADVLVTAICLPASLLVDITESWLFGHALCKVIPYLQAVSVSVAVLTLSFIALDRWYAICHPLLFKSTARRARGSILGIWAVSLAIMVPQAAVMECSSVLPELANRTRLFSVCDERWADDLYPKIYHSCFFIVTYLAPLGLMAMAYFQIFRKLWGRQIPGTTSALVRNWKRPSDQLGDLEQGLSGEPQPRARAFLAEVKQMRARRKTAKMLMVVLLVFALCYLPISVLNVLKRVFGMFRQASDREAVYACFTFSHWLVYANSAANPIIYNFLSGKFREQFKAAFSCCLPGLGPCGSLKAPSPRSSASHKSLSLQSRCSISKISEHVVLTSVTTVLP
# STK33 inh = blocks human STK33 kinase activity | Q9BYT3 | purified STK33, MBP phosphorylation, ADP-Glo luminescence | inhibition, % at 10 µM | 320,000 compounds, 0.073% hits;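 active = inhibition at or above 25%, using the most active replicate where run in duplicate; inactive = inhibition below 25%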
# Target sequence (Q9BYT3 whole entry, looked up): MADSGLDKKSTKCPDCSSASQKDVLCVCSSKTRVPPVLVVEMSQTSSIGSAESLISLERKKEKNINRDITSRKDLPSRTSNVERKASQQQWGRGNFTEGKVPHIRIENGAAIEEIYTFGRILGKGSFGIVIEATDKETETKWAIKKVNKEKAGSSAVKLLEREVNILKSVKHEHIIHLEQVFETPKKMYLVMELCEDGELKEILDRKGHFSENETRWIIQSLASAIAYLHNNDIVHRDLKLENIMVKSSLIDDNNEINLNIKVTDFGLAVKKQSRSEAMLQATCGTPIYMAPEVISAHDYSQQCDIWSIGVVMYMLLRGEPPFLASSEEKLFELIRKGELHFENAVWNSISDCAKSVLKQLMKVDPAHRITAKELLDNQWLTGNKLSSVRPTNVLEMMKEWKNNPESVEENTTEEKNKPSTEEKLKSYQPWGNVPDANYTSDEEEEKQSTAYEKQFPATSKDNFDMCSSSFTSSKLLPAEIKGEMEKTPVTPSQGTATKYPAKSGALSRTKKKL
# Starred values were filed as active, the others as inactive; · = no result given.
Molecule,OX1R antag,STK33 inh
COc1ccc(C(CNC(=O)COc2ccc(-c3ccccc3)cc2)N2CCOCC2)cc1 (stereo unspecified),4,-2.1
CCC(C(=O)NCCc1ccccc1OC)n1nc(C)c2c(C)n(-c3ccccc3)nc2c1=O (stereo unspecified),1,-1.9
COC(=O)C1CCN(Cc2ccc(C)cc2)CC1,0,0.6
COc1ccc(-n2c(COc3ccc4ccccc4c3)nnc2SCC(=O)NCc2ccco2)cc1,22,-0.4
C/C(CC(=O)Nc1ccc(Cl)cc1)=N\NC(=O)C(=O)N1CCCCC1,10,-0.5
COC(=O)c1onc(C(=O)c2ccccc2)c1C(=O)OC,12,-0.6
N#C/C(=C\c1ccccc1Cl)C(=O)NC(=O)Oc1ccccc1,5,1.1
CC1C(=O)N2CCCc3cc(NS(=O)(=O)c4ccc(F)cc4)cc1c32 (stereo unspecified),16,-0.1
CCCS(=O)(=O)C(=C(Nc1ccccc1)Nc1ccccc1)S(=O)(=O)CCC,6,-0.8
Cc1cc(C)nc(SCCN(C)C)n1,2,-1.4
Cc1[nH]n(-c2ccccc2)c(=O)c1-c1ccc(Cl)cc1,35,0.1
CCOC(=O)c1nc(SC)n(C)c1C(=O)OCC,·,-0.5
COc1ccc(N2C(=O)CCC2=O)c(OC)c1,6,-0.8
Cc1nnc2ccc(-c3ccc(NS(=O)(=O)c4ccc(Cl)s4)cc3)nn12,10,1.4
CSCC[C@H](NC(=O)C1CCN(S(=O)(=O)c2ccccc2)CC1)C(=O)NC1CC1,6,-0.1
COc1ccc(NC(=O)CCSc2cc(C)c3ccccc3n2)cc1,21,0.5
CCOCCCNC(=O)CN1CCN(c2ccc(F)cc2)CC1,4,-0.2
O=C(CSc1ncn[nH]1)Nc1cccc(S(=O)(=O)N2CCCCCC2)c1,19,0.2
Cc1ccccc1OCC(=O)NCCNC(=O)c1ccccn1,22,-1.5
CCCCNC(=O)/C(=C/c1ccccc1)NC(C)=O,11,·
Cc1nc(NCCC(C)C)c2nnn(Cc3ccccc3)c2n1,3,-0.9
c1ccc(N2CCN(c3cnc4ccccc4n3)CC2)cc1,15,2.9
CSc1cccc(-c2nnc(NC(=O)c3cccc(N4C(=O)CCC4=O)c3)o2)c1,9,·
Cc1cnc(NC(=O)Cc2ccccc2F)s1,5,1.1
O=C(Nc1cnn(Cc2ccc(F)cc2)c1)c1noc2c1CCCC2,21,-1.0
O=C(Nc1c(F)cccc1F)c1ccc2c(c1)CCN2S(=O)(=O)c1ccccc1,-1,1.0
CC(=O)N1CCc2cc(S(=O)(=O)NCCCN3CCC(C)CC3)ccc21,8,0.9
COc1ccc(/C=C/C(=O)N(CC(C)C)CC(C)C)cc1Br,15,-1.4
CCc1ccccc1NC(=O)c1ccc(-c2csc(C)n2)cc1,4,0.1
COc1ccc(-n2c(SCC(=O)Nc3cc(C)on3)nc3ccccc3c2=O)cc1Cl,4,-0.2
Cc1ccc(C(=O)NCC(=O)N/N=C/c2cccs2)cc1[N+](=O)[O-],32,-1.7
Cc1ccc2oc(=O)c3cnn(CC(=O)NCCC(C)C)c3c2c1,11,-0.8
COc1ccc(N2Cc3ccc(C(=O)N/N=C\c4ccc(O)cc4O)cc3C2)cc1,37,4.0
O=C(O)CC1c2ccccc2CCN1S(=O)(=O)c1ccc(F)cc1 (stereo unspecified),10,-2.2
O=C(O)C1CCN(c2ccc([N+](=O)[O-])cc2[N+](=O)[O-])CC1,41*,1.2
Cc1cccc(C)c1NC(=S)NCCc1ccccn1,4,-0.2
Cc1ccccc1NNC(=O)C(=O)NNc1ccccc1C,15,-0.5
COc1ccc(OCc2cc(C(=O)N3CCCC3)no2)c2ccccc12,16,-0.6
O=C(Nc1nnc(-c2ccc(Cl)s2)o1)C1CC1,12,-0.9
CCC(C)(C)NC(=O)CN(C(=O)CCC(=O)Nc1ccccn1)c1ccc2c(c1)OCO2,-2,0.2
Cc1ccc(N=C2NC(=O)/C(=C\c3ccsc3)S2)c(C)c1,13,-0.3
Cc1ccc(C(=O)/C=C/Nc2cccc([N+](=O)[O-])c2)o1,17,-0.4
CCOC(=O)c1ccc(NC(=O)CSc2nc(SC)ns2)cc1,47,-0.5
CCN(CC)S(=O)(=O)c1cc(C(=O)Nc2cc(C)on2)ccc1Cl,8,-5.3
Cc1nnsc1C(=O)N1CCC(CO)(Cc2ccccc2Cl)CC1,23,-1.0

# OX1R antag: entries above that show a hit
Molecule,OX1R antag,STK33 inh
O=C(O)C1CCN(c2ccc([N+](=O)[O-])cc2[N+](=O)[O-])CC1,41*,1.2

# Gathered by group, the entries above with two or more sulfur atoms (6)
Molecule,OX1R antag,STK33 inh
CCCS(=O)(=O)C(=C(Nc1ccccc1)Nc1ccccc1)S(=O)(=O)CCC,6,-0.8
Cc1nnc2ccc(-c3ccc(NS(=O)(=O)c4ccc(Cl)s4)cc3)nn12,10,1.4
CSCC[C@H](NC(=O)C1CCN(S(=O)(=O)c2ccccc2)CC1)C(=O)NC1CC1,6,-0.1
O=C(CSc1ncn[nH]1)Nc1cccc(S(=O)(=O)N2CCCCCC2)c1,19,0.2
Cc1ccc(N=C2NC(=O)/C(=C\c3ccsc3)S2)c(C)c1,13,-0.3
CCOC(=O)c1ccc(NC(=O)CSc2nc(SC)ns2)cc1,47,-0.5

# (further entries)
Molecule,OX1R antag,STK33 inh
CC(C)(C)c1cc(CCC(=O)NN)cc(C(C)(C)C)c1O,30,0.1
CCCCn1c(N)c(N(CCOC)C(=O)COC(=O)/C=C/c2ccc(Br)cc2)c(=O)[nH]c1=O,8,-1.3
Cc1ccc(N(Cc2cc3ccccc3[nH]c2=O)C(=O)c2cccs2)cc1,9,-2.0
CC1(C)c2[nH]c3ccccc3c2C[C@@H]2C(=O)N(Cc3ccccc3Cl)C(=O)N21,10,-1.0
Cc1cccc(NC(=O)c2nc[nH]c2C(=O)NCCCCCNC(=O)OC(C)(C)C)c1,7,-1.6
COc1ccc(C2C3=C(CC(C)(C)CC3=O)Nc3c2c(=O)[nH]c(=O)n3Cc2ccccc2)cc1 (stereo unspecified),11,1.9
Cn1c(N)c(C#N)c2c(c1=S)CSC(C)(C)C2,6,-3.5
NNC(=O)c1sc2nc(N3CCOCC3)c3c(c2c1N)CCCC3,40,0.3
CCOC(=O)c1ccc(NC(=O)CSc2nc(=O)n(CCN3CCOCC3)c3c2CCC3)cc1,14,·
CCc1ccc(OCC2NCCc3cc(OC)c(OC)cc32)cc1 (stereo unspecified),9,1.6
O=C(NC(=S)NNC(=O)c1ccco1)c1ccc(Br)cc1,2,0.6
COCC(=O)Nc1cc(OC)ccc1OC,12,-2.3
CCc1ccc(S(=O)(=O)Nc2c(C)nc3nc[nH]n3c2=O)cc1,1,-1.5
CC(C)(C)c1ccc(C(=O)c2c[nH]c(C(=O)NCC3CCCO3)c2)cc1 (stereo unspecified),21,-0.6
Cc1cc(C)c[n+](C[n+]2cc(C)cc(C)c2)c1,37,-0.1
O=C(CSc1nc(-c2ccco2)cc(C(F)(F)F)n1)N1CCc2ccccc2C1,18,-1.1
O=C(CSc1nc2c(c(=O)n1-c1ccc(Cl)cc1)SCC2)N1CCCC1,33,-0.4
Cc1cc2c(cc1C)C(c1cc(Br)ccc1F)CC(=O)N2 (stereo unspecified),5,0.3
Cc1cccc(N(Cc2ccc(Cl)cc2)S(C)(=O)=O)c1,14,-1.0
Nc1nc(-c2ccccc2)cc(N2CCCCC2)n1,23,-1.4
CCOC(=O)c1c(-c2ncc(C(F)(F)F)cc2Cl)noc1C,13,-0.5
CCOC(=O)N1CCN(C(=O)c2cc(OC)c(OC)c(OC)c2)CC1,14,-2.0
COC(=O)c1cccc2c1-c1ccccc1/C2=N/O,29,30*
Cc1cc(C)n2nc(C(=O)OCC(=O)N3CC(C)CC(C)C3)nc2n1 (stereo unspecified),5,-2.5
COc1ccc(-n2ncc3c(=O)n(CC(=O)NC(C)C)cnc32)cc1,5,4.6
CCCS(=O)(=O)c1nc(S(=O)(=O)c2ccc(C)cc2)c(N2CCC(O)CC2)s1,5,-1.4
CCOc1ccc(C(=O)/C=C/c2cn(CN3CCN(C)CC3)c3ccccc23)cc1,57*,-0.9
C/C(=N\NC(=S)Nc1ccc(F)cc1)C1CC1,-1,-3.4
O=C(O)COc1ccc(NC(=O)c2ccc(NC(=O)c3ccco3)cc2)cc1,45,4.1
CC1=C(C(=O)N2CCOCC2)C(c2ccccc2F)NC(=O)N1 (stereo unspecified),4,1.2
Cc1cc(C)nc(N(C#N)Cc2ccccc2Cl)n1,-1,-0.9
COc1ccc(C2C(C#N)=C(N)Oc3cc(C)[nH]c(=O)c32)c(OC)c1OC (stereo unspecified),56,-1.1
COc1ccc(CCC(=O)N2CCN(S(=O)(=O)c3ccc(OC)cc3)CC2)cc1,4,3.6
O=C(CCS(=O)(=O)c1ccc(Cl)cc1)NCCC1=CCCCC1,1,-1.3
O=C(Nc1ccccc1[N+](=O)[O-])c1cccc(N2C(=O)CCC2=O)c1,40,0.9
COc1ccc(CCC(C)NCC2CCCCC2)cc1 (stereo unspecified),17,-1.6
Cc1cccc(NC(=S)N/N=C/c2c[nH]c3ccccc23)c1,24,1.1
CN(C)CCCNC1=CC(=O)OC12CCCCC2,8,0.1
Cc1ccc(C)c(NC(=O)Nn2cnnc2)c1,14,0.8
Cn1cc(Cl)c(C(=O)Nc2nc3ccccc3s2)n1,3,-0.5
O=C(CC(Nc1ccccc1)C(=O)O)c1ccccc1 (stereo unspecified),24,-1.3
O=C(N1CCN(c2cccc(Cl)c2)CC1)C1(c2cccs2)CCOCC1,37,-0.9
C/C(=N\NC(=O)c1ccco1)c1cccc2ccccc12,5,-1.0
COc1cccc(NC(=O)c2nn(C)c3c2CS(=O)(=O)c2ccccc2-3)c1,25,-3.2
COc1ccc(CCNC(=O)c2c([S-])n(-c3ccc(C)cc3)c3cccc[n+]23)cc1,5,-1.5

# Looked up above:
# STK33 inh result of O=C(CCS(=O)(=O)c1ccc(Cl)cc1)NCCC1=CCCCC1 = -1.3
# OX1R antag result of Cc1cccc(NC(=S)N/N=C/c2c[nH]c3ccccc23)c1 = 24

# The listing continues.
Molecule,OX1R antag,STK33 inh
O=C(Nc1ccc(Cl)cc1C(F)(F)F)C(Sc1nnc(-c2cccs2)o1)c1ccccc1 (stereo unspecified),59,-0.8
COc1ccc(C2C(C(=O)Nc3ccccn3)=C(C)Nc3ncnn32)c(OC)c1 (stereo unspecified),7,-0.7
O=[N+]([O-])c1ccc(N2CCCCC2)cn1,46,-0.6
CCOc1ccc(CCNC(=O)CSCC(=O)Nc2ccc(OC)cc2)cc1OCC,15,-0.5
Cc1ccc(CNC(=O)CSc2nc3[nH]ncc3c(=O)[nH]2)cc1,14,0.2
CCCCNC(=O)C1CC(=O)N(C2CCCC2)C1 (stereo unspecified),6,-0.6
CC(=O)c1ccc(OC(=O)COc2ccccc2)cc1,6,1.1
OCCNc1nc(Nc2ccc(Br)cc2)nc2ccccc12,20,12
CN1CCN(c2nc3nonc3nc2N2CCN(C)CC2)CC1,10,-0.4
Cc1ccc(-c2nnc(Nc3ccc(CC(N)=O)cc3)c3ccccc23)cc1,11,0.3
O=C(CCC1CCCC1)N1CCN(C(=O)COc2ccccc2)CC1,22,0.8
N=c1oc2ccc(Br)cc2cc1C(=O)NCc1ccccc1,14,0.7
Cc1ccc(S(=O)(=O)N2CCC(C(=O)Nc3ccc(S(=O)(=O)N4CCCC4)cc3)CC2)cc1,-2,0.1
Fc1cccc(Nc2nc3ccccc3n3nnnc23)c1,30,-1.0
COc1ccc(NC(=S)N(CCc2nc3cc(C)c(C)cc3[nH]2)Cc2cccnc2)cc1,16,-0.8
NC(=O)[C@@H]1CCCN1C(=O)c1ccc2oc(CCc3ccccc3)nc2c1,·,0.0
CCN(CC)S(=O)(=O)c1c(Br)cc(C)cc1Br,17,-0.2
O=C(COc1nc2ccccc2nc1N1CCOCC1)Nc1ccc(S(=O)(=O)N2CCCC2)cc1,19,0.0
O=C(CCC(=O)N1CCSc2ccccc21)NC1CCCCC1,14,-0.9
COC(=O)C(C(=O)Nc1cccc(C)n1)C1CCCCCC1 (stereo unspecified),9,-0.7
Cc1c(C(=O)N2CCCCC2)c(S(=O)(=O)N2c3ccccc3CC2C)c(C)n1C (stereo unspecified),7,0.0
FC(F)(F)c1ccc(N2CCN(c3cc(-c4ccccc4)nc4ncnn34)CC2)nc1,24,-0.5
O=C(NCC1COc2ccccc2O1)c1ccc(NC(=O)C2CCCO2)cc1 (stereo unspecified),9,0.3
CO/N=C/c1cc([N+](=O)[O-])ccc1Sc1ccc(C)cc1,10,-0.3
C=CCNC(=O)COC(=O)c1oc2ccccc2c1CSC1CCCCC1,11,-3.1
Cc1ccc(S(=O)(=O)CCC(=O)Nc2nc(-c3ccncc3)cs2)cc1,12,-1.1
COc1ccccc1NS(=O)(=O)c1ccc2oc(SC3CCOC3=O)nc2c1 (stereo unspecified),11,0.3
O=C(NCc1ccc2c(c1)OCO2)c1cccc(F)c1,16,-1.1
COc1ccc(NC(=O)Cc2ccccc2)cn1,4,-0.6
CN(CC(=O)NCC1CCCO1)S(=O)(=O)c1ccc(Br)cc1 (stereo unspecified),12,-2.2
CC(=O)n1cc([C@@H]2C=C(C(=O)N3CCOCC3)O[C@H](OCCCCO)C2)c2ccccc21,5,-0.7
COc1ccc(/C(C)=N/OCC(=O)N=Nc2c(O)[nH]c3ccccc23)cc1,17,-0.3
Cc1ccc(NC(=O)c2cc(-c3ccco3)nc3ccccc23)cc1S(=O)(=O)N1CCOCC1,10,-1.2
O=C(NC1C2CC3CC(C2)CC1C3)c1ccc(N2CCNCC2)c([N+](=O)[O-])c1 (stereo unspecified),21,-2.9
O=C(C1CCN(S(=O)(=O)c2cccc3nsnc23)CC1)N1CCN(c2ccccc2F)CC1,38,-0.5
